# Screening data: PubChem BioAssay, several laboratories
# aSyn UTR inh – 5' untranslated region of α-synuclein, MLPCN primary screen; alpha-synuclein 5'UTR reporter, inhibitor activity; inhibition, % (tested at 7.5 µM); hit rate 0.82% among 300,000; in the data active = inhibition above about 60%;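 also: H4 neuroglioblastoma cells stably carrying SNCA 5'UTR luciferase fusion; 0% = DMSO wells and 100% = positive control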
# KLF5 inh – suppresses KLF5 promoter-driven expression. DLD-1 KLF5 promoter-luciferase reporter, luminescence. inhibition, % at 5 µM. hit rate 0.23% among 290,000;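 active = inhibition above a per-plate limit of that plate's mean compound inhibition plus 3 SD, cut at about 60% in these data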;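 also: 0% = DMSO wells and 100% = LY294002 at 200 µM; higher means less KLF5 promoter-driven luciferase light; inactives centre near -14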
# Platelet DG rel – modulates dense granule release in human platelets | human platelet-rich plasma, SFLLRN dense granule ATP release, luminescence | inhibition, %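 (compounds screened at 7.5 µM in platelet-rich plasma)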 | hit rate 0.22% among 300,000 | AID 1663;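 active = mean replicate score, as percent of positive control, at or above 50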
# SKKanGAS inh – inhibitors of SKKanGAS S. pyogenes growth in kanamycin (SK-promoter or general growth effect). BacTiter-Glo, 6 h. inhibition, % at 7.5 µM. hit rate 1.3% among 300,000. AID 1662;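 active = mean replicate score, as percent of positive control median, at least 50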;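 also: strain carries kanamycin resistance gene driven by streptokinase promoter and grows in 40 µg/ml kanamycin; loss of luminescence reflects streptokinase promoter inhibition or plain growth inhibition; 0% = median of DMSO wells and 100% = positive control at its reference dose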
# HSF1 inhib – HSF1 inhibition; NIH3T3-HGL HSE-luciferase, MG132-induced, luminescence 8 h; hits give low values; activity change, negative = inhibition, % at 7.5 µM (by protocol); hit rate 0.77% among 300,000; AID 2098;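 active = more than half of replicate wells show activity change below -50%, luminescence cut by over half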;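 also: luciferase reports HSF-1 transcriptional activity via heat shock element; 0% = median of DMSO wells and -100% = zero luminescence signal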
# HIF act – HIF pathway transcriptional activation; U2OS HRE-luciferase reporter, luminescence; normalized: DMSO 0%, desferrioxamine 100%; activation, % at 7.5 µM (by protocol); hit rate 0.32% among 300,000;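 active = mean activation of at least 10% of the iron chelator positive control signal, with at least half of replicates also reaching 10%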
# HSF-1 act – increases HSF-1 driven luciferase reporter signal | NIH3T3-HGL HSF-1 luciferase reporter, MG132, 8 h; 100% = twice DMSO control signal | activation, % at 9 µM | hit rate 1.7% among 300,000 | AID 504408;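 active = mean replicate activation of at least 50% with a set share of replicates each reaching 50%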;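 also: 0% = median of the neutral control wells and 100% = twice that signal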
# HSP90 refold inh – inhibitors of HSP90 luciferase refolding in rabbit reticulocyte lysate. luciferase refolding luminescence, 3 h. inhibition, % at 5.6 µM. hit rate 0.91% among 290,000. AID 1789;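 active = inhibition above the screen-wide mean plus 3 SD, computed separately per campaign, cut at about 16% in these data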;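 also: 0% = DMSO wells and 100% = 60 µM geldanamycin wells; inhibitors lower the luminescence because luciferase stays unfolded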
# AI-2 QS mod – modulates the Vibrio harveyi AI-2 quorum sensing system; Vibrio harveyi JMH597 AI-2 luminescence/OD600 ratio, 9 h; hits give low values; strain lacks LuxN and CqsS sensors; 0 = neutral-control median; hit rate 0.4% among 300,000; activity change, % at 7.5 µM; in the data active = activity change below about -75%, passing the limit was not always enough;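 also: luminescence divided by OD600 gain over 9 h not by final OD600 alone; inactives centre near 13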
# IEC-6 cytotox – counter-screen for KLF5 inhibitors: cytotoxicity in IEC-6 cells | IEC-6 cytotoxicity, luminescence viability | inhibition, % at 5 µM | hit rate 0.78% among 290,000; in the data active = inhibition above about 22%;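 also: 0% = plate median of test compound wells and 100% = cytotoxic reference compound wells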
# * hit, by the source's call; x = not tested or not shown.
# Value order – aSyn UTR inh	KLF5 inh	Platelet DG rel	SKKanGAS inh	HSF1 inhib	HIF act	HSF-1 act	HSP90 refold inh	AI-2 QS mod	IEC-6 cytotox
(1) O=C(N/N=C/c1ccc(F)cc1)c1ccc(OCc2ccccc2)cc1
 : 14	-12	4	-4	-75*	0.2	-82	-3	24	-6
(2) Cc1cc(NCc2ccncc2)ccc1Br
 : -51	-2	1	-2	1	1.2	0	1	17	5
(3) Cc1cccc2cc(COC(=O)c3ccccc3)c(=O)[nH]c12
 : 4	-24	-40	-6	9	0.0	9	0	16	7
(4) Cc1cccc2c(CC(=O)O)noc12
 : 3	-5	7	17	-13	-0.4	-2	-5	4	-6
(5) O=C(Cn1ncc2c(=O)oc3ccccc3c21)Nc1nc2ccccc2s1
 : 7	0	-5	-5	-6	-39	-14	5	21	1
(6) Cc1ccc(CN(C)C(=O)c2ccccc2Sc2ccccc2C#N)cc1
 : 18	-26	8	4	1	0.5	35	-4	16	7
(7) CN(CC(=O)Nc1nc2ccccc2s1)S(=O)(=O)c1ccc(Br)cc1
 : -7	-9	-1	13	8	0.2	19	1	16	1
(8) C=CCn1c(COc2ccccc2)nnc1SCC(=O)NCC(=O)OCC
 : x	3	x	3	x	x	x	10	0	4
(9) CCCn1c2ccccc2c2cnn(CC(=O)NC3CCCCC3C)c(=O)c21 (configuration not stated)
 : 7	-21	9	-3	-1	-0.4	11	4	-7	6
(10) COC(=O)C1=C(C(=O)OC)[C@@H]2N(C)c3ccc(OC)cc3[C@@]23C[C@@H](C(=O)OC)N(C(=O)c2ccc(Br)cc2)C3=N1
 : -9	x	0	0	-27	-0.4	-36	x	29	x
(11) C=C(C)CNC(=S)N/N=C(\C)c1cccc(NC(C)=O)c1
 : -4	-38	5	-4	-4	0.0	-4	6	26	5
(12) O=[n+]1c2c(n([O-])c3ccccc31)CCC2
 : 0	-58	3	7	-16	0.0	-26	4	35	1
(13) CC(C)(C)C1CCC(=O)N(CCSc2ccccc2)CC1 (configuration not stated)
 : -145	-140	6	5	6	5.3	20	-5	21	-6
(14) COc1ccc(N(C(=O)c2cccnc2)S(=O)(=O)c2cccs2)cc1
 : 6	0	1	-13	-26	0.3	-40	0	14	0
(15) CC(C(=O)O)N(C(=O)c1ccccc1)c1ccc(F)cc1 (configuration not stated)
 : -13	-15	1	-10	-7	0.2	6	-1	11	2
(16) CC(=O)c1c(C)[nH]c(C(=O)Nc2nc(-c3ccc(Cl)cc3)cs2)c1C
 : 8	-20	21	43	9	2.3	39	-5	21	-8
(17) Cc1ccc(Nc2ccc(C(=O)NC3CCCCC3)cn2)cc1
 : -16	-48	-15	8	0	0.1	-16	0	3	-5
(18) CN(Cc1ccccc1)C(=O)CNC(=O)Cn1cnc2ccccc2c1=O
 : 31	-9	0	3	-6	-0.2	1	6	33	2
(19) COCCN(CCOC)c1nc(S(=O)(=O)c2ccc(C)cc2)c(Cl)s1
 : -10	-9	-2	5	-7	0.8	-2	1	26	-4
(20) Cc1ccc(CCNC(=O)CS(=O)Cc2nc(-c3ccccc3F)oc2C)cc1 (configuration not stated)
 : 32	-4	-1	-4	9	-0.1	23	-1	-1	-2
(21) CCn1c(SCC(=O)Nc2ccc(OC)cc2)nc2nc3c(cc2c1=O)CCCC3
 : 17	-2	-9	6	2	-0.8	-7	3	9	6
(22) CC(C)C(C(=O)NCC1CCCO1)N(Cc1ccco1)C(=O)CNS(=O)(=O)c1ccc(F)cc1 (configuration not stated)
 : 4	-19	0	3	-34	-1.1	-52	-3	12	-5
(23) O=C(Nc1ccc(C(=O)O)cc1)Nc1cccc([N+](=O)[O-])c1
 : -4	-15	14	1	-9	0.9	-4	-4	45	-5
(24) CC(C)(C)c1nnc(NC(=O)Nc2ccc(Cl)cc2)s1
 : -114	-35	9	9	1	3.8	24	11	1	-4
(25) Cc1ccc(C(=O)NCC(=O)OCC(=O)Nc2ccccc2C#N)s1
 : -1	8	-1	-19	-10	0.1	-2	4	3	5
(26) COc1cc(/C=C/C(=O)Nc2cccc(S(=O)(=O)NC3=NCCCCC3)c2)ccc1OCC#N
 : 6	x	16	1	-7	-0.3	-18	x	18	x
(27) C/C(CC1(O)C(=O)Nc2ccccc21)=N\O (configuration not stated)
 : 3	-19	6	-4	-1	-0.2	0	-1	-1	-6
(28) NC(=S)N/N=C/c1ccc2ccccc2c1
 : -26	-40	-11	-24	-4	1.7	0	-6	-48	1
(29) O=S(=O)(Cc1ccc(Cl)cc1)N1CCCCCC1
 : 5	-13	13	0	-3	1.1	-10	-2	16	-4
(30) CCCCOc1ccc(C(=O)NNC(=O)C2C3CCC(C3)C2C(=O)O)cc1 (configuration not stated)
 : -52	-65	-5	-1	6	0.5	-5	4	29	3
(31) Cc1ccc(S(=O)(=O)N(C)c2ccc(OC(=O)CN3C(=O)NC4(CCCC4)C3=O)cc2)cc1
 : -13	x	-11	-1	-2	-0.3	6	x	12	x
(32) CCN(Cc1ccncc1)Cc1c(O)ccc2cc(Br)ccc12
 : 39	-29	-8	9	8	-0.2	30	-6	17	-2
(33) Cc1ccc(Cn2c(CCNc3nc(-c4ccc(Cl)c([N+](=O)[O-])c4)cs3)nc3cc(Cl)c(Cl)cc32)cc1
 : -78	x	-10	29	-9	0.6	-16	x	52	x
(34) O=C1C[C@@H](c2ccc(O[C@@H]3O[C@H](CO)[C@@H](O)[C@H](O)[C@H]3O)cc2)Oc2cc(O)ccc21
 : -6	-34	-13	13	2	-4.4	19	-2	11	1
(35) CC(=O)Nc1ccc(S(=O)(=O)NNC(=O)c2cc3c4ccccc4n(C)c3s2)cc1
 : 5	9	-2	12	6	-0.2	-2	2	21	5
(36) O=C(Nc1ccc2c(c1)OCO2)C1CCN(S(=O)(=O)Cc2ccccc2)CC1
 : 15	7	-5	-2	1	0.0	-6	-2	x	-5
(37) CCOc1ccc(/C=N/N(C)c2ccccc2)cc1OC
 : -250	-123	1	-6	51	3.2	73*	2	22	-5
(38) CC1CCCCN1C(=O)COC(=O)CNC(=O)c1sc2ccccc2c1Cl (configuration not stated)
 : 1	x	0	-18	2	-0.3	-12	x	6	x
(39) Oc1ccccc1C1=Nc2nc3ccccc3n2C(c2ccccc2)C1 (configuration not stated)
 : -214	-164	12	21	25	3.4	48	-1	24	3
(40) CC(=O)NCC(=O)OCC(=O)c1ccc(Cl)cc1
 : -24	3	2	-1	-7	0.3	-7	2	9	-3
(41) CC(C)[C@H](NC(=O)[C@@H]1CSC2c3ccccc3C(=O)N21)C(=O)NCC1CCCO1 (some centres not stated)
 : 7	-5	9	1	-1	-0.7	-9	0	11	-1
(42) Cc1nc2ccccc2c(=O)n1/N=C/c1ccc(F)cc1
 : -53	-54	0	-6	-5	1.5	-3	6	20	-3
(43) O=C(c1ccc(Cl)cc1)N1CCCOC1
 : 16	-22	16	11	-31	-0.7	-44	0	6	0
(44) CC(=O)Nc1c(O)nc(SCc2ccccc2C#N)[nH]c1=O
 : 11	-18	0	3	-2	1.1	20	-6	10	-2
(45) O=C(CN1C(=O)NC2(CCCC2)C1=O)Nc1ccc(Cl)cc1F
 : 6	-13	-2	1	-4	0.0	-20	1	-2	-2
(46) Cc1ccc(/C=N\NC(=O)c2cc(OCC(F)(F)F)ccc2OCC(F)(F)F)cc1
 : -3	-2	-1	1	-1	-1.0	6	5	27	-5
(47) O=C(NCc1ccc(F)cc1)C(c1ccc(F)cc1)N(C(=O)c1csnn1)C1CC1 (configuration not stated)
 : -2	3	3	2	-3	-0.8	7	0	x	-8
(48) COc1ccccc1NC(=O)C(C)OC(=O)c1cccc(-n2cnnn2)c1 (configuration not stated)
 : 0	x	15	-5	0	1.8	19	x	13	x
(49) Cc1ccc(C)c(N(C)C(=O)c2ccc3c(=O)n4c(nc3c2)CCCCC4)c1
 : 11	-21	-8	-2	-3	0.4	-5	-6	11	-2
(50) O=C1CC(c2ccco2)CC2=C1C=Nc1ccccc1N2 (configuration not stated)
 : -5	-6	-3	7	1	-0.7	11	1	8	3
(51) O=C(NCc1ccccc1)C1=C[C@@H](c2ccc3c(c2)OCO3)C[C@@H](OCCCCO)O1
 : 12	x	-1	5	1	-1.1	-6	x	30	x
(52) COCCNc1nc(N)c([N+](=O)[O-])c(NCc2ccccc2)n1
 : 17	5	4	-3	1	-41	23	-3	3	-8
(53) CC(C)OC(=O)CSc1ncnc2c1cnn2-c1ccccc1
 : 21	-40	3	0	3	-0.1	-16	4	4	1
(54) O=P(Cc1cc(Br)cc(Br)c1OCCO)(c1ccccc1)c1ccccc1
 : 3	-11	4	3	8	-0.2	12	-2	4	2
(55) CCN(CC)C(=O)Cn1cc(SCC(=O)NC2CCCC2)c2ccccc21
 : -20	-11	5	-2	10	-0.3	1	5	10	5
(56) Cc1ccccc1C(=O)N1CCN(c2ccc(NC(=O)c3ccc([N+](=O)[O-])o3)cc2)CC1
 : -168	49	-3	19	61	-2.1	86*	4	x	98*
(57) Cc1ccc(S(=O)(=O)Nc2ccc(N3CCOCC3)cc2)cc1[N+](=O)[O-]
 : 5	-10	-4	0	-8	-0.1	9	-2	29	0
(58) O=C(Nc1nc(-c2ccccc2)cs1)C1CCCO1 (configuration not stated)
 : -66	-58	8	-8	7	1.6	11	-3	8	5
(59) CC(=O)N1c2ccc(S(=O)(=O)N3CCC(C(=O)NCc4ccc(Cl)cc4)CC3)cc2CC1C (configuration not stated)
 : 18	1	1	-19	4	-0.5	7	-1	28	4
(60) Cc1nn(-c2ccc(Cl)cc2)c(Cl)c1/C=N/NC(=O)c1ccc(NS(=O)(=O)c2cccs2)cc1
 : -15	x	-3	63*	-4	0.0	-4	x	25	x

# (listing goes on)
# Value order – aSyn UTR inh	KLF5 inh	Platelet DG rel	SKKanGAS inh	HSF1 inhib	HIF act	HSF-1 act	HSP90 refold inh	AI-2 QS mod	IEC-6 cytotox
(61) CCN(CC)CCCNC(=O)c1cc2c(Cl)nc3ccccc3c2s1
 : -51	2	-1	-5	7	0.3	42	3	10	19
(62) COc1ccc(N2CCN(C(=O)C3CCN(C(=O)c4ccccc4Cl)CC3)CC2)cc1
 : -7	-29	12	1	-8	-0.7	-2	1	7	-1
(63) Cc1sc2ncnc(SCc3ccc(C(=O)O)cc3)c2c1C
 : -21	-5	-6	-7	-6	-0.5	-21	-2	18	-3
(64) CC(C)N(C(=O)Cn1c(=O)oc2ccccc21)c1ccccc1
 : 14	4	-4	0	-5	-22	-6	-1	13	2
(65) Nc1ccc(Cc2ccccn2)cc1
 : -20	-25	-1	0	8	0.3	-15	0	6	3
(66) COc1cccc(NC(=O)NC(C)C2CC3CCC2C3)c1 (configuration not stated)
 : -20	-24	-3	-16	0	0.0	18	1	18	0
(67) O=C(c1ccccn1)N1N=C2/C(=C/c3ccccc3)CCCC2C1c1ccccc1 (configuration not stated)
 : -10	13	1	3	9	-0.2	26	-2	40	3
(68) COc1cccc(CNC(=O)CSc2nnc3c(n2)[nH]c2ccc(OC)cc23)c1
 : 24	0	3	9	-5	0.0	-4	-4	15	-3
(69) COc1ccc(NC(=O)/C=C/c2cccc(Br)c2)cn1
 : -190	-99	0	-2	14	1.9	11	3	14	6
(70) COCCn1nnnc1C(c1cccs1)N1CCN(c2cccc(C(F)(F)F)c2)CC1 (configuration not stated)
 : 1	-5	3	2	3	-1.3	-6	9	15	8
(71) Cc1ccc(C(=O)Nc2cccc(N(C)S(C)(=O)=O)c2)cc1S(=O)(=O)Nc1ccccc1
 : 17	-24	7	30	x	0.0	x	2	13	4
(72) COc1ccc(C(CC(=O)O)N2Cc3ccccc3C2=O)cc1 (configuration not stated)
 : 23	-41	-1	-3	-2	1.6	13	8	3	3
